Assay outcomes from PubChem.
Bcl-2 Bim block: inhibitors of Bim-Bcl-2 binding, primary screen, biochemical, multiplexed, human Bcl-2 family | inhibition, % at 10 µM | 190,000 tested, 0.06% active | Bead-based flow cytometry, Bim peptide-Bcl-2 binding | AID 950, 2007 | Apoptosis regulator Bcl-2 (Homo sapiens), P10415; in the data active = inhibition above about 40%; inconclusive = no clear call, values can overlap the other calls;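 note: 0% = no compound wells with probe peptide and 100% = reference peptide inhibitor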
Target sequence (P10415 whole entry, looked up): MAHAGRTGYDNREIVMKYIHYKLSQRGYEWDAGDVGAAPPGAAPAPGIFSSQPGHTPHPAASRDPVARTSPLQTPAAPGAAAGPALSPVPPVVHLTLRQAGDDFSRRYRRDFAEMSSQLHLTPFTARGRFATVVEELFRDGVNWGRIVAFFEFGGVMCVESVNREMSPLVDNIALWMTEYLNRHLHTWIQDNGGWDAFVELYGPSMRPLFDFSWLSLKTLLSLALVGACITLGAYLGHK
Mcl1-Bid inh: Mcl-1/Bid binding inhibitors, primary screen, biochemical, TR-FRET, 1536-well; Induced myeloid leukemia cell differentiation protein Mcl-1 (Homo sapiens), Q07820; TR-FRET Mcl-1/Bid-Dy647 peptide binding; inhibition, % at 21.7 µM; 220,000 tested, 0.97% active;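 active = compounds that cut the binding signal by more than half at the single screening dose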;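 note: His-tagged Mcl-1 with europium anti-His antibody binding Bid BH3 peptide; 0% = Mcl-1 plus peptide wells and 100% = peptide-only wells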
Target sequence (Q07820 whole entry, looked up): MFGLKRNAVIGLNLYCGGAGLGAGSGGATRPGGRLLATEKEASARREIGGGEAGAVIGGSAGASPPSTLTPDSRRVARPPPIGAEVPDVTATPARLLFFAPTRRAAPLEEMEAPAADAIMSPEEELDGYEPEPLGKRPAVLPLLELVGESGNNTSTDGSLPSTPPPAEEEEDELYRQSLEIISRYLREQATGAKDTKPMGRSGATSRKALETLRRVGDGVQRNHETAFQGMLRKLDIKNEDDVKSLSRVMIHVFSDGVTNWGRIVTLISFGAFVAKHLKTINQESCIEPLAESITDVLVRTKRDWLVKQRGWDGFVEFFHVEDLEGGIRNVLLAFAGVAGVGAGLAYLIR
Bcl-B Bim block: inhibitors of Bim-Bcl-B binding, primary screen, biochemical, multiplexed, human Bcl-2 family; Bcl-2-like protein 10 (Homo sapiens), Q9HD36; bead-based flow cytometry, Bim peptide-Bcl-B binding; inhibition, % at 10 µM; 190,000 tested, 0.073% active; AID 951, 2007;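 note: 0% = tracer peptide without compound and 100% = reference inhibitor peptide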
Target sequence (Q9HD36 whole entry, looked up): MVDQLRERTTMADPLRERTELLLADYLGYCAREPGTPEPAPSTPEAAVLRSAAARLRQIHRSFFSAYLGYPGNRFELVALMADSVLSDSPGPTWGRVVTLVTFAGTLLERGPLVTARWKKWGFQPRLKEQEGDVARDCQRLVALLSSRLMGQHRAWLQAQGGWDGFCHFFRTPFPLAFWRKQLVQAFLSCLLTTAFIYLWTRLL
Bim-Mcl-1: inhibitors of Bim peptide binding to Mcl-1, primary screen, biochemical, bead-based flow cytometry, multiplex; Induced myeloid leukemia cell differentiation protein Mcl-1 (Homo sapiens), Q07820; inhibition, % at 10 µM; Bim peptide-Mcl-1 binding; 190,000 tested, 0.1% active;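 note: 0% = no compound tracer wells and 100% = peptide blocker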
RGS4-Gao reg: modulators of RGS4 binding to Galphao, primary screen, biochemical, multiplexed bead flow cytometry. Guanine nucleotide-binding protein G(o) subunit alpha (Homo sapiens), P09471. actives lie on both sides. binding response (% of control), % at 10 µM. 220,000 tested, 0.33% active. AID 1415, 2008; in the data active = binding response below about 49% or above about 150%; inactive = in between;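 note: fluorescent Galphao activated with aluminum fluoride binding bead-coupled RGS4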
Bcl-W Bim block: inhibitors of Bim binding to Bcl-W, primary screen, biochemical, multiplexed, bead-based flow cytometry; Bcl-2-like protein 2 (Homo sapiens), Q92843; Bim peptide-Bcl-W binding; inhibition, % at 10 µM; 190,000 tested, 0.02% active;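 note: 0% = bound tracer without compound and 100% = peptide blocker; higher means less fluorescent Bim peptide bound to Bcl-W beads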
Target sequence (Q92843 whole entry, looked up): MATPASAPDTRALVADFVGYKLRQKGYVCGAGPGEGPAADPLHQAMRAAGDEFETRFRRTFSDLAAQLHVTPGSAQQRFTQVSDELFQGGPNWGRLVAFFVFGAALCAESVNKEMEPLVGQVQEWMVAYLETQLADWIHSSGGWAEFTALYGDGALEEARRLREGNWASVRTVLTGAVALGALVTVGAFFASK
Bcl-XL Bim block: inhibitors of Bim-Bcl-XL binding, primary screen, biochemical, multiplexed, bead flow cytometry, human Bcl-XL; inhibition, % at 10 µM; 190,000 tested, 0.04% active; Bcl-2-like protein 1 (Homo sapiens), Q07817; AID 1007, 2008; Bim peptide-Bcl-XL binding, fluorescence
RGS8-Gao reg: RGS8-Galphao binding modulators, primary screen, biochemical, multiplexed bead flow cytometry; actives lie on both sides; response (percent of control binding), % at 10 µM; Guanine nucleotide-binding protein G(o) subunit alpha (Homo sapiens), P09471; 220,000 tested, 0.34% active; in the data active = response below about 60% or above about 140%; inactive = in between;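 note: Galphao activated as the GDP aluminium fluoride complex binding bead-coupled RGS8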
RGS7-Gao reg: RGS7-Galphao binding modulators, primary screen, biochemical, multiplexed bead flow cytometry. Guanine nucleotide-binding protein G(o) subunit alpha (Homo sapiens), P09471. AID 1439, 2008. 220,000 tested, 0.35% active. binding response (% of control), % at 10 µM. actives lie on both sides; in the data active = binding response below about 49% or above about 150%; inconclusive = no clear call, values can overlap the other calls; inactive = in between;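 note: fluorescent Galphao held in activated GDP-AlF4 state binding bead-coupled RGS7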
Mcl1-Noxa inh: Mcl-1/Noxa binding inhibitors, primary screen, biochemical, TR-FRET, 1536-well. Induced myeloid leukemia cell differentiation protein Mcl-1 (Homo sapiens), Q07820. TR-FRET Mcl-1/Noxa peptide binding, 2 h. inhibition, % at 21.7 µM. 220,000 tested, 1.5% active. AID 1022, 2008;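 active = compounds that cut the protein-peptide binding signal by more than 50% relative to plate controls in a single-dose test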;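 note: His-tagged Mcl-1 with rhodamine Noxa BH3 peptide and terbium anti-His antibody; 0% = Mcl-1 plus Noxa peptide wells and 100% = peptide-only wells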
Bim-Bfl-1: inhibitors of Bim binding to Bfl-1, primary screen, biochemical, multiplexed, bead-based flow cytometry. Bcl-2-related protein A1 (Homo sapiens), Q16548. Bim-Bfl-1 binding inhibition. inhibition, % at 10 µM. 190,000 tested, 0.12% active. AID 1008, 2008;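 note: 0% = wells without compound plus tracer and 100% = blocker peptide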
An asterisk follows results filed as active; ? = inconclusive; nt = no result given. Cut-off read from the data, not from the text of the source, unless noted: active = inhibition above about 40%.

SMILES | Bcl-2 Bim block | Mcl1-Bid inh | Bcl-B Bim block | Bim-Mcl-1 | RGS4-Gao reg | Bcl-W Bim block | Bcl-XL Bim block | RGS8-Gao reg | RGS7-Gao reg | Mcl1-Noxa inh | Bim-Bfl-1
CCOCCCNC(=O)C1CCN(C(=O)N(C)C)CC1 | -7 | -6 | -8 | -6 | 84 | 2 | -3 | 96 | 89 | -10 | -6
Cc1ccc(S(=O)(=O)N2CCN=C2SCc2ccccc2)cc1 | -3 | 8 | -3 | -3 | 104 | 1 | -2 | 105 | 101 | -6 | -4
COCCNC(=O)C(=O)NNC(=O)c1ccccc1OC | -3 | -33 | -2 | -2 | 100 | -1 | 0 | 102 | 100 | -13 | -5
Cc1cc(C)cc(NC(=O)C(Sc2ncnc3ccccc23)c2ccccc2)c1 (centres undefined) | -3 | -21 | -6 | -2 | 92 | -2 | -2 | 74 | 92 | -46 | -1
CCN(CC)S(=O)(=O)c1ccc(N2CCOCC2)c(NC(=O)c2ccc(F)cc2)c1 | -1 | -14 | -3 | -2 | 102 | -1 | -1 | 100 | 102 | 4 | -5
COC(=O)c1[nH]c2ccc(C)cc2c1NC(=O)CCN1CCN(C2CCCCC2)CC1 | -2 | -8 | -7 | 0 | 114 | 2 | 0 | 104 | 111 | 7 | -10
CCOc1ccc(CCNC(=O)C2CCCN(C(=O)N(C)C)C2)cc1OCC (centres undefined) | -9 | -4 | -8 | -2 | 99 | -2 | -2 | 101 | 103 | 3 | -15
CC(C)Cn1c(N)c(C(=O)COC(=O)c2ccc3c(c2)OCCO3)c(=O)n(C)c1=O | -7 | -20 | -9 | -4 | 101 | -2 | -18 | 100 | 101 | nt | -15
O=C(NNC(=O)c1sc2cccc(Cl)c2c1Cl)NC1CCCCC1 | 4 | -43 | -1 | 2 | 100 | 0 | -2 | 97 | 102 | 2 | 0
O=C(CN1CCC(NC(=O)Nc2ccccc2-c2ccccc2)CC1)NCc1ccco1 | -10 | 6 | -9 | -2 | 103 | -4 | 0 | 101 | 97 | 1 | -13
COc1ccc(-n2c3c(c(=O)[nH]c2=O)C(C(F)(F)F)(C(F)(F)F)N=C(CC(C)C)N3)cc1 | -2 | -19 | -2 | 1 | 106 | 4 | -1 | 104 | 106 | -6 | -9
Cc1cc(Br)ccc1SCC(=O)OCC(=O)N1CCN(C(=O)c2ccco2)CC1 | -4 | -9 | -3 | -1 | 99 | -3 | -2 | 99 | 97 | 1 | 0
O=S1(=O)CC2N=C(N(Cc3c(F)cccc3Cl)c3ccccc3F)SC2C1 (centres undefined) | -8 | -23 | -13 | -28 | 19* | -15 | -18 | 17* | 12* | 18 | -3
Cc1cc(-c2ccccc2)nc(SCC(=O)N2CCCC2)n1 | -6 | -1 | -3 | -2 | 97 | 0 | -1 | 99 | ? | 3 | -7
Cn1cnnc1Sc1ccc(CN2CCN(C3CCCC3)C(CCO)C2)o1 (centres undefined) | 1 | -25 | -5 | 2 | 120 | -3 | -5 | 101 | 118 | -16 | -4
N=c1c(C(=O)NCc2ccc3c(c2)OCO3)cc2c(=O)n3ccccc3nc2n1Cc1cccnc1 | 3 | 50 | 2 | -4 | 99 | 3 | 1 | 98 | 97 | 74* | 0
C=CCn1c(O)c(CN2CCCCC2)c(C)c(C#N)c1=O | 0 | -48 | -1 | -1 | 93 | 0 | -2 | 100 | 95 | -9 | -1
COCCn1nnnc1C(c1ccc(C)cc1)N1CCN(Cc2ccc3c(c2)OCO3)CC1 (centres undefined) | -15 | -17 | -5 | 0 | 101 | 0 | -4 | 103 | 102 | 0 | -17
O=C(c1cccs1)N1CCOCC1 | -5 | -27 | -1 | 0 | 102 | -4 | -6 | 99 | 101 | 4 | -8
O=C(NCc1cccc(Cl)c1)c1cnccn1 | -13 | -10 | -7 | -3 | 102 | -1 | -7 | 103 | 105 | 23 | -18
COc1ccc(C2C=C(c3ccc(Br)cc3)Nc3nc(N4C(=O)CCC4=O)nn32)cc1 (centres undefined) | 1 | -72 | -3 | -4 | 98 | 2 | 0 | 99 | 99 | 0 | 2
C#CCOC(=O)CCCC(=O)NCCCCCCCC | 0 | 6 | -11 | -34 | 106 | 2 | -1 | 103 | 107 | 7 | 2
COC(=O)Cn1c(=O)n(CCc2ccccc2)c(=O)c2c3c(sc21)CCCC3 | -2 | -21 | -6 | 0 | 103 | 1 | -4 | 101 | 103 | -4 | -9
Cc1nc(N)[nH]c(=O)c1CCC(=O)OCC(C)C | -1 | 4 | -7 | -1 | 99 | -1 | -2 | 102 | 100 | 5 | -4
CCCn1nc(Oc2nc(NCC)nc(NC(C)C)n2)ccc1=O | -3 | 5 | -5 | 1 | 103 | 0 | -1 | 100 | 101 | -4 | -11
CCCc1nn(C)c(C(=O)Nc2ccc(Cl)cc2)c1Cl | -3 | -11 | -2 | -4 | 101 | -4 | -3 | 103 | 102 | 7 | -2
C/C(=N\NC(=O)C(c1ccncc1)N1CCOCC1)c1ccc(Br)cc1 (centres undefined) | -5 | 0 | -7 | 0 | 99 | 0 | -8 | 98 | 98 | 8 | -15
COc1ccc(NC(=O)c2cccnc2SC)cc1OC | -2 | -22 | 0 | 2 | 98 | -1 | -2 | 100 | 102 | 5 | -4
CC1CCN(CCCNC(=O)c2cn(C)c3ccc(S(=O)(=O)N4CCCC4)cc3c2=O)CC1 | -6 | 2 | -7 | 0 | 102 | 2 | 1 | 106 | 102 | 29 | -9
CC(=O)Nc1ccc(Cc2ccc3[nH]c(=O)cc(C)c3c2)cc1 | nt | -19 | nt | nt | 116 | nt | nt | 107 | ? | 12 | nt
CCn1c(OC)nc2c1c(=O)n(C)c(=O)n2C | -1 | -10 | 0 | 0 | 101 | 0 | -4 | 101 | 100 | -3 | -4
CCOC(=O)c1cnn2c1[nH]c(=O)c1ccccc12 | 1 | -10 | 0 | 0 | 110 | 0 | 0 | 101 | 124 | -6 | -4
N#C/C(=C(/O)COC(=O)COc1cccc(Br)c1)c1nc2ccccc2[nH]1 | nt | -99 | nt | nt | 91 | nt | nt | 100 | ? | 1 | nt
CCOC(=O)CC(=O)CSc1nnc(Cn2c(=O)sc3ccccc32)n1C | -11 | -26 | -7 | -3 | 98 | -5 | -7 | 100 | 99 | 18 | -7
Cc1ccc(N2C(=O)CC(N3CCN/C3=C3\CC/C(=C\c4ccccc4)C3=O)C2=O)cc1 (centres undefined) | -6 | 11 | 0 | -1 | 100 | -2 | 0 | 105 | 103 | -1 | -7
CN(C)c1ccc(/C=C/C(=O)c2ccccc2O)cc1 | 0 | -73 | -5 | 0 | 102 | 1 | 0 | 105 | 99 | 36 | 2
O=[N+]([O-])c1cccc(C(=Nc2ccccc2)NO)c1 | -5 | -24 | -8 | -4 | 105 | -5 | -4 | 103 | 94 | 7 | -13
O=C(Oc1ccccc1N1C(=O)C2CCCCC2C1=O)c1ccccc1F (centres undefined) | -10 | -18 | -4 | -3 | 97 | -3 | -2 | 102 | 97 | 3 | -16
Cc1ccc2nc(C)c(C(=O)N/N=C/c3ccco3)cc2c1 | -2 | -6 | -4 | 0 | 96 | 0 | 0 | 93 | 93 | 1 | 2
Cc1cc(C)n(C(=O)CCC(=O)NCc2ccccc2)n1 | -1 | -5 | -1 | 0 | 108 | 0 | 1 | 122 | 113 | 4 | -2
CCN(C(=O)COC(=O)c1ccccc1Nc1cccc(C)c1C)C1CCS(=O)(=O)C1 (centres undefined) | -1 | -39 | 2 | 4 | 80 | 0 | 0 | 90 | 81 | -1 | -4
COc1ccc(CNC(=O)C(C)N2C(=O)COc3ccc(C)cc32)c(OC)c1 (centres undefined) | nt | -56 | nt | nt | 104 | nt | nt | 104 | ? | -8 | nt
O=C(CN1CCCC1)Nc1ccccc1C(=O)c1ccccc1 | nt | -6 | nt | nt | 86 | nt | nt | 99 | ? | -13 | nt
O=C(Nc1cccc(C(F)(F)F)c1)C(Sc1cccc[n+]1[O-])c1ccccc1 (centres undefined) | -5 | -11 | -12 | -25 | 102 | -14 | -17 | 105 | 102 | 10 | -4
CC(=O)Oc1ccc2c(=O)c(-c3ccccc3)coc2c1 | 0 | 12 | 0 | 0 | 107 | 4 | 1 | 104 | 106 | 24 | -1
Cc1ccc(S(=O)(=O)NCC(=O)OCC(=O)Nc2ccccc2OC(F)F)cc1 | 1 | -10 | -1 | -5 | 106 | -4 | -6 | 107 | 111 | 18 | 4
Clc1ccc(-c2nnc3n2CCCS3)cc1 | -6 | -9 | -6 | 0 | 99 | 3 | -5 | 101 | 98 | 5 | -11
CC1CCc2c(sc(NC(=O)CSc3ncn[nH]3)c2C#N)C1 (centres undefined) | nt | -50 | nt | nt | 96 | nt | nt | 101 | ? | -15 | nt
CC1CCCN(c2nc(N(C)c3ccccc3)nc(N)c2[N+](=O)[O-])C1 (centres undefined) | nt | -1 | nt | nt | 102 | nt | nt | 99 | ? | 5 | nt
COc1cc2[nH]c(=O)c(C(=O)NCCCN3CCCCC3)c(O)c2cc1OC | 3 | 5 | 0 | 0 | 99 | -1 | -1 | 99 | 98 | 49 | 0
CCCCn1c(SCc2ncc(-c3ccccc3)o2)nc2cc(S(N)(=O)=O)ccc21 | -9 | -8 | -1 | 0 | 103 | 5 | 5 | 101 | 102 | 13 | -9
O=C(COC(=O)Cc1c[nH]c2ccccc12)Nc1cccc2ccccc12 | -3 | -10 | -4 | -3 | 105 | -4 | -3 | 108 | 104 | 7 | 0
COc1ccc(CN2CC(C(=O)NCCN3CCN(c4ccccc4F)CC3)CC2=O)cc1 (centres undefined) | -3 | -33 | 0 | 1 | 98 | 4 | -1 | 100 | 95 | 0 | -9
Cc1nn(Cc2ccc(Cl)cc2)c2sc(C(=O)O)cc12 | -1 | -27 | -1 | 0 | 100 | -2 | -2 | 100 | 103 | 7 | -1
O=C(NO)c1ccccc1C(F)(F)F | -6 | -41 | -6 | -1 | 99 | -1 | -3 | 105 | 101 | -4 | -10

A different layout for some results above.
Each structure is followed by: Bcl-2 Bim block	Mcl1-Bid inh	Bcl-B Bim block	Bim-Mcl-1	RGS4-Gao reg	Bcl-W Bim block	Bcl-XL Bim block	RGS8-Gao reg	RGS7-Gao reg	Mcl1-Noxa inh	Bim-Bfl-1
- COc1cc2[nH]c(=O)c(C(=O)NCCCN3CCCCC3)c(O)c2cc1OC
  3	5	0	0	99	-1	-1	99	98	49	0
- CC1CCCN(c2nc(N(C)c3ccccc3)nc(N)c2[N+](=O)[O-])C1 (centres undefined)
  nt	-1	nt	nt	102	nt	nt	99	?	5	nt

Compounds were not picked by outcome; 2.7% or so of the library scored in one or more.
